# D1 potentiator: Potentiators of Human D1 Dopamine Receptor: qHTS | D(1A) dopamine receptor (Homo sapiens), P21728 | HEK293 TREx D1 cells, calcium flux, dopamine EC20 potentiation | potentiation, % at 10 µM | 360,000 tested, 0.036% active | AID 504651, 2011; in the data active means potentiation above about 30%; further: 0% is about no effect
# D2 PAM: HTS Assay for Positive Allosteric Modulators of the Human D2 Dopamine Receptor: Primary Screen for Potentiators; D(2) dopamine receptor (Homo sapiens), P14416; 340,000 tested, 0.34% active; potentiation, % at 10 µM; HEK293 T-REx D2, calcium flux, EC20 dopamine potentiation;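 active means potentiation over 3 SD above the plate norm, cut at about 30% in these data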; further: 0% is about no effect
# Target sequence (P14416 whole entry, looked up): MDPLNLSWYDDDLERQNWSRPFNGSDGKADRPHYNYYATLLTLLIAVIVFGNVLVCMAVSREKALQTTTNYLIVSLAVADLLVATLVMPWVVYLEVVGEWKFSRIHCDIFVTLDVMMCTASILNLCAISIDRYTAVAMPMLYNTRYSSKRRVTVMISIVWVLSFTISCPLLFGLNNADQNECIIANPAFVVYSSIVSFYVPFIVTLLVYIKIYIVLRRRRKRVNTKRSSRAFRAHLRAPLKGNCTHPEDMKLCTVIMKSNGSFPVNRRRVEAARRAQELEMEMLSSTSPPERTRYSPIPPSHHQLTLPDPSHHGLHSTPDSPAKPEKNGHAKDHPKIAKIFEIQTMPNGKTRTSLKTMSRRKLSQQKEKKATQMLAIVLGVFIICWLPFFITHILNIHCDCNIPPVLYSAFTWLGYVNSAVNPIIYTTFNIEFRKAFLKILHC
#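 Tetracycline-induced HEK293 T-REx cells force-coupled to calcium signalling expressed D2; compounds were pin-added after a 10 s baseline, read kinetically 180 s, then an EC20 dopamine challenge followed with a further 180 s calcium read.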
# D2 ag: HTS Assay for Allosteric Agonists of the Human D2 Dopamine Receptor: Primary Screen for Agonists; activation, % at 2 µM; 340,000 tested, 0.53% active; HEK293 T-REx D2 cells, calcium flux agonist mode; D(2) dopamine receptor (Homo sapiens), P14416;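 active means activation over 3 SD above normal in the single-dose calcium agonist read, cut at about 30% in these data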; further: 0% is about no effect
#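 Agonism scored from kinetic calcium signal (1 read/sec, 180 s) following compound pin transfer, after a 10 s baseline. Cells: HEK293 Trex line expressing inducible D2 receptor coupled to calcium, dye-loaded after overnight culture at 30 C.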
# RXFP1 antag: qHTS Assay for Antagonists of the Relaxin Receptor RXFP1 | HEK293-RXFP1, relaxin-stimulated cAMP HTRF, 30 min; hits give low values | activity change, negative = inhibition, % at 57.5 µM | Relaxin receptor 1 (Homo sapiens), Q9HBX9 | 350,000 tested, 0.59% active;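 active means activity change of -60% or lower, but not beyond a set lower limit; inconclusive means change between -60% and -40%, or beyond the set limit; inactive means change above -40%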; further: on the % scale 0 is the no-effect control and ±100 the full control effect
# TRHR agonist: qHTS for Small Molecule Agonists and Allosteric Enhancers of Human TRH Receptor: Primary Screen for Agonists; TRHR cells, calcium flux fluo-8, FDSS agonist mode; AID 493084, 2011; activation, % at 2 µM; 360,000 tested, 0.18% active; Thyrotropin-releasing hormone receptor (Homo sapiens), P34981; further: 0% is about no effect
# Target sequence (P34981 whole entry, looked up): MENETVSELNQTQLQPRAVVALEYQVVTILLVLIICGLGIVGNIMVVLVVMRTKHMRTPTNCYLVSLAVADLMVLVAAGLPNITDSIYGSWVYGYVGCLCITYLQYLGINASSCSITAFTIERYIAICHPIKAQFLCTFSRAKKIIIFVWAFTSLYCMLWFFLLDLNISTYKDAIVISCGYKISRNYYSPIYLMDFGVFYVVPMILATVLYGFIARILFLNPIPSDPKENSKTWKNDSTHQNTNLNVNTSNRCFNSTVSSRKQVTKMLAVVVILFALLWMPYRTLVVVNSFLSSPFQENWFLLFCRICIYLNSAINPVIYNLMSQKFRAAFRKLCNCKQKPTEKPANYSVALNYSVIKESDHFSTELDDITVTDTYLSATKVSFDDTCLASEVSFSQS
#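 In this calcium-flux screen, cells bearing human TRHR are dye-loaded with fluo-8, baselined for 10 cycles, then exposed to library compounds; positive kinetic calcium responses during the agonist phase mark hits, with TRH as control.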
# TRHR enhancer: qHTS for Small Molecule Agonists and Allosteric Enhancers of Human TRH Receptor: Primary Screen for Enhancers; 360,000 tested, 0.66% active; enhancement, % at 2 µM; AID 493056, 2011; TRHR cells, fluo-8 calcium fluorescence, EC20 TRH enhancement; Thyrotropin-releasing hormone receptor (Homo sapiens), P34981; in the data active means enhancement above about 30%; further: 0% is about no effect
#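 Enhancer read-out: after compound pinning and an initial kinetic agonist-mode read, an EC20 of TRH (10 nM final) was injected and fluo-8 calcium signal (Ex 480/Em 530) followed at 1 s/cycle for 100 cycles in TRHR-expressing cells.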
# D1 antag: Antagonist of Human D 1 Dopamine Receptor: qHTS; D(1A) dopamine receptor (Homo sapiens), P21728; HEK293 TREx D1 cells, calcium flux, dopamine EC80; hits give low values; activity change, negative = inhibition, % at 10 µM; 360,000 tested, 3.2% active; AID 504652, 2011; in the data active means activity change below about -30%; further: on the % scale 0 is the no-effect control and ±100 the full control effect
#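 Allosteric or orthosteric antagonism assessed as attenuation of the calcium response to EC80 dopamine, added 180 s after compound, in induced HEK293 Trex D1 cells loaded with no-wash calcium dye.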
# D1 ag: Allosteric Agonists of the Human D1 Dopamine Receptor: qHTS; D(1A) dopamine receptor (Homo sapiens), P21728; HEK293 T-REx D1 cells, calcium flux, agonist mode; activation, % at 2 µM; 360,000 tested, 1% active; further: 0% is about no effect
#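 Agonism was scored from calcium flux recorded over 180 s (1 read/s) after pintool compound addition, following a 10-cycle baseline. Cells were inducible force-coupled HEK293 TREx D1, plated overnight at 30 C and loaded with no-wash calcium dye.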
# D2 antag: HTS Assay for Allosteric Antagonists of the Human D2 Dopamine Receptor: Primary Screen for Antagonists. HEK293 TREx D2 cells, calcium flux, dopamine EC80. inhibition, % at 10 µM. 340,000 tested, 2% active; in the data active means inhibition above about 30%; further: 0% is about no effect
#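 Inhibition of EC80 dopamine-driven calcium flux, recorded kinetically, defines activity here; cells are a tetracycline-induced HEK293 T-REx line expressing force-coupled D2.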
# * = called active by the depositor; ? = inconclusive; · = no result given. Unless noted, no stated cut-off is given here; in the data, active means activation above about 30%; inactive means the rest.
SMILES,D1 potentiator,D2 PAM,D2 ag,RXFP1 antag,TRHR agonist,TRHR enhancer,D1 antag,D1 ag,D2 antag
Cc1cc2nccc(-c3ccc(Cl)c([N+](=O)[O-])c3)n2n1,-4,-3,19,1,-0.9,4,-23,-1,0
COc1cc(S(=O)(=O)N2CCOCC2)ccc1NC(=O)COC(=O)COc1ccccc1,0,6,-1.4,-29,1.4,0,-3,2,1
O=C(COc1ccccc1-c1ccccc1)NCc1cccc(Cl)c1,-4,6,·,-24,0.3,8,-6,16,·
COc1cc(/C=C/C(=O)Nc2cccc(S(=O)(=O)N3CCOCC3)c2)ccc1OCC#N,-3,-2,0.5,6,3.2,6,-11,4,18
COc1ccc(C(=O)CCC(=O)Nc2ccc(N3CCN(C)CC3)cc2)cc1OC,-4,-9,-0.1,5,0.4,1,-2,1,7
Cc1cc(OCC(=O)NCCN2CCOCC2)cc(C)c1Cl,-7,2,-0.1,-6,-0.5,-3,4,3,-1
O=C(COC(=O)c1ccccc1OCC(=O)Nc1ccc(Br)cc1)Nc1ccccc1,3,6,·,-4,-0.4,-3,0,2,·
O=C(NC1(C(F)(F)F)C(=O)Nc2c1c(=O)[nH]c(=O)n2CCc1ccccc1)c1ccc(Cl)cc1 (configuration not stated),2,-8,1.2,-3,0.4,-8,-10,5,·
CCCn1ccc2c(OCC(=O)Nc3cc(C)ccc3C)cccc2c1=O,-4,·,-0.8,·,-0.3,23,·,46*,·
N#C/C(=C\N1CCOCC1)c1ccccc1,-5,·,·,10,0.4,-5,25,0,·
Cc1ccc(C(=O)NCN2CCN(c3ccc(F)cc3)CC2)cc1,1,-20,-0.6,-6,-0.5,-5,2,-1,-10
O=C(Nc1ccc(C(F)(F)F)cc1)c1cc(S(=O)(=O)NC2CCCCC2)ccc1F,-2,·,·,-29,0.7,3,-27,2,·
Cc1ccccc1-n1c(SCC(=O)N/N=C/c2sccc2C)nc2ccccc2c1=O,-2,1,1.0,-4,1.7,-6,-6,4,-6
COCCn1nnnc1CN1CCC(C)CC1,3,-26,0.2,11,-1.1,-4,16,0,0
CC(C)(C)c1nn(-c2ccccc2)c2[nH]c(=O)c(CNCc3ccco3)cc12,6,4,-1.4,-20,-0.7,4,4,2,-32
COCCN(C(=O)CSc1nc(N)cc(=O)[nH]1)c1c(N)n(Cc2ccccc2)c(=O)[nH]c1=O,0,0,-0.2,-1,0.1,26,14,2,12
O=C(Nc1ccccc1)O/N=C1/CCCc2occc21,1,-7,-1.6,-20,0.2,-3,8,2,-3
COc1cc(/C=C/c2ccc3c([N+](=O)[O-])cccc3n2)ccc1OCC(=O)O,-1,6,1.6,-3,0.5,4,-3,3,8
CCc1nnc2c(N3CCN(c4cccc(C(F)(F)F)c4)CC3)nc3ccccc3n12,-1,-7,-0.1,-7,0.0,-1,-3,1,·
CCCCOc1nc(N2CCOCC2)nc(C)c1[N+](=O)[O-],-2,2,-0.8,-27,-0.3,5,-4,4,-10
COc1ccc(-n2ncc3c2CC(C)(C)CC3NC(=O)CCc2c(C)nn(C)c2C)cc1 (configuration not stated),-4,-7,-0.7,-1,-0.5,5,8,2,12
O=C(NCc1cccnc1)C(=O)Nc1nccs1,5,1,0.4,·,1.2,-9,-2,2,9
O=C(Nc1ccc(F)cc1)c1ccccc1,-2,-12,0.4,12,0.2,0,12,0,-7
CC(C)(CCl)C(=O)Nc1ccc(C(F)(F)F)cc1,-5,12,-0.4,9,0.1,-1,-2,9,4
CC(C)c1c(Cl)c(O)c(-c2ccccc2)c(=O)n1-c1ccc(F)cc1,-2,-8,2.1,2,0.3,-2,-5,1,-2

# 2 consecutive records from above, quoted:
SMILES,D1 potentiator,D2 PAM,D2 ag,RXFP1 antag,TRHR agonist,TRHR enhancer,D1 antag,D1 ag,D2 antag
CC(C)(CCl)C(=O)Nc1ccc(C(F)(F)F)cc1,-5,12,-0.4,9,0.1,-1,-2,9,4
CC(C)c1c(Cl)c(O)c(-c2ccccc2)c(=O)n1-c1ccc(F)cc1,-2,-8,2.1,2,0.3,-2,-5,1,-2

# Further records
SMILES,D1 potentiator,D2 PAM,D2 ag,RXFP1 antag,TRHR agonist,TRHR enhancer,D1 antag,D1 ag,D2 antag
Cc1ccc(S(=O)(=O)N2CCC(C(=O)N[C@H](C(=O)NCc3ccco3)C(C)C)CC2)cc1,1,5,-0.7,16,-1.9,-5,-16,3,-12
Cc1cccc(C(=O)OCc2cc(=O)n3nc(C4CCCCC4)sc3n2)c1,-3,2,·,·,-0.2,1,19,0,·
COc1ccccc1CNC(=O)C1CC(c2c(Cl)cccc2Cl)=NO1 (configuration not stated),-4,-32,0.0,·,0.3,-11,3,4,8
CCCCSc1nnc2n(-c3ccc(OC)cc3)c(=O)c3c4c(sc3n12)COC(C(C)C)C4 (configuration not stated),-5,6,-1.1,-25,-0.5,-5,1,0,·
CCCCN(C(=O)c1cc(Cl)nc2ccccc12)c1c(N)n(Cc2ccccc2)c(=O)[nH]c1=O,-1,0,-0.3,-14,0.0,1,1,2,-8
Nc1c(C(=O)NCc2ccco2)nnn1CC(=O)Nc1ccccc1,-4,·,·,-16,-2.5,25,-20,0,·
CCn1c(SCc2nc3ccccc3c(=O)[nH]2)nnc1C(C)NC(=O)c1ccccc1F (configuration not stated),-2,11,0.7,-25,0.0,10,13,1,-3
Cc1ccc2c(c1)N(CCC(=O)NC1CCCCC1)C(=O)CO2,0,29,-1.5,4,-1.8,-3,10,-3,-14
O=S(=O)(c1ccc(N2CCCC2c2nc3ccccc3s2)nc1)N1CCOCC1 (configuration not stated),-4,1,0.4,-13,0.1,-2,4,0,21
O=C(CN1C(=O)/C(=C/c2ccccc2F)Oc2ccccc21)N1CCN(c2ccccn2)CC1,0,7,0.2,3,-0.5,6,-18,0,-1
Cc1nn(Cc2ccccc2)c(C)c1NC(=O)CCC(=O)O,-7,-9,1.4,-5,0.5,-3,-18,-1,-24
O=C(N/N=C/c1ccc([N+](=O)[O-])o1)c1cn(-c2ccccc2)nc1-c1ccc(F)cc1,-1,-1,2.2,-6,1.4,-4,-19,2,-10
Cn1cnnc1SCC(=O)NC1CCCC1,0,4,·,-1,0.2,0,18,3,·
O=C(CSc1nnc(-c2ccccc2)n1-c1ccccc1)c1cccs1,-4,6,-1.8,-12,-0.1,-3,1,1,-5
Cc1noc(C)c1C(c1ccccc1)c1ccccc1,-1,-6,0.6,18,-0.6,-10,·,2,-3
O=C(CSc1ncn[nH]1)NCCCc1ccccc1,-2,9,0.1,0,0.1,2,-6,1,0
O=C(CN1C(=O)NC2(CCCC2)C1=O)Nc1nc2c(F)cc(F)cc2s1,-14,-4,-0.2,-20,0.2,-2,0,4,2
CC(C)c1ccc(NC2CCCN(C(=O)c3cc(C(C)C)[nH]n3)C2)cc1 (configuration not stated),-1,11,0.6,-15,0.3,5,-2,0,3
O=S(=O)(Nc1ccc2[nH]ncc2c1)c1ccccc1Cl,-4,0,0.3,5,0.3,-14,4,1,-5
CCc1ccccc1NC(=O)c1cn(C)c(=O)c2ccccc12,0,·,0.2,-3,-0.1,-2,-69*,-2,·
CC(C)CN(CC(C)C)C(=O)CN1c2cccc3cccc(c23)S1(=O)=O,10,2,0.4,-1,0.2,-3,5,3,-10
NC1=NC[C@H](Cc2ccccc2)N1CCCCC1CCCCC1,5,-2,0.0,·,0.0,3,29,11,-15
O=C(CN1CCc2cc3c(cc2C1)OCCCO3)Nc1ccc(F)cc1,9,0,0.5,8,1.6,-1,9,5,-9
COc1ccc2c(C)c(C)c(=O)oc2c1OC,-4,5,-0.3,-8,-0.6,17,6,1,-3
O=C(NCCCCCc1nc2ccccc2[nH]1)c1ccccc1Cl,-5,-7,-1.1,7,-0.8,-2,41,1,-14

# (more compounds)
SMILES,D1 potentiator,D2 PAM,D2 ag,RXFP1 antag,TRHR agonist,TRHR enhancer,D1 antag,D1 ag,D2 antag
Cc1ccc(C)c(OCC(=O)Nc2cccc(C(=O)O)c2)c1C,-4,-2,-0.1,5,0.6,1,5,2,-6
COc1ccc(/C=N/NC(=O)CNC(=O)c2ccc(S(=O)(=O)N3CCCC3)cc2)c(OC)c1,7,-1,0.4,0,-0.6,-3,0,1,-15
Cc1ccc(CNc2ccc(-c3nc(C(C)C)no3)cc2[N+](=O)[O-])cc1,-2,2,0.8,·,1.2,5,6,4,·
N#Cc1ccccc1NC(=O)COc1ccc2c(c1)OCO2,9,-8,0.2,-1,0.4,18,-6,1,-20
O=C(NN(C(=O)C1CC1)c1nc2ccccc2s1)C1CC1,-4,-3,1.8,-2,0.1,1,-7,4,5
CN(CC(=O)Nc1ccc(F)cc1)C(=O)COC(=O)CCN1C(=O)C2CC=CCC2C1=O (configuration not stated),2,14,·,-2,-0.1,2,8,2,·
O=C(Cc1ccc(Cl)cc1)N/N=C1\CCCc2ccccc21,3,27,0.1,-2,-0.5,8,16,17,8
Cc1c(C(=O)Nc2ccc(Br)cc2)cnn1C,-3,-7,-0.4,-14,0.3,-1,12,2,-6
O=C(Nc1nccs1)C1CCN(S(=O)(=O)c2ccc(F)cc2)CC1,1,-2,1.0,17,0.7,13,13,6,0
CCOC(=O)c1c(NC(=O)COc2ccccc2OCC)sc2c1CC(C)(C)NC2(C)C,2,5,-1.3,?,-1.3,21,25,10,6
O=C(COc1ccc2ccccc2c1)NNC(=O)c1ccc([N+](=O)[O-])cc1,-7,-2,0.3,-30,1.0,13,-3,1,-2
Cc1ccc(CN2CCNC(=O)C2CC(=O)O)cc1 (configuration not stated),-3,11,-1.5,·,-0.9,-14,9,4,-4
CC(OC(=O)c1ccccc1NCCO)C(=O)NC1CCCCC1C (configuration not stated),3,2,-0.1,11,-0.5,7,15,2,0

# Compounds from the list above that have a thiophene ring, fused or not:
SMILES,D1 potentiator,D2 PAM,D2 ag,RXFP1 antag,TRHR agonist,TRHR enhancer,D1 antag,D1 ag,D2 antag
Cc1ccccc1-n1c(SCC(=O)N/N=C/c2sccc2C)nc2ccccc2c1=O,-2,1,1.0,-4,1.7,-6,-6,4,-6
CCCCSc1nnc2n(-c3ccc(OC)cc3)c(=O)c3c4c(sc3n12)COC(C(C)C)C4 (configuration not stated),-5,6,-1.1,-25,-0.5,-5,1,0,·
O=C(CSc1nnc(-c2ccccc2)n1-c1ccccc1)c1cccs1,-4,6,-1.8,-12,-0.1,-3,1,1,-5
CCOC(=O)c1c(NC(=O)COc2ccccc2OCC)sc2c1CC(C)(C)NC2(C)C,2,5,-1.3,?,-1.3,21,25,10,6

# This is a random part of the collection, and some 7.3% of all compounds hit somewhere here.
